RXFP1 ag – agonists of human relaxin receptor RXFP1. Potency, µM (highest dose often 57.5 µM), inactives show at the highest dose activation, most hits filed as activators. HEK293T-RXFP1 cAMP TR-FRET, 30 min; response scale: percent of porcine relaxin response, buffer zero. 370,000 tested, 0.3% active; also: potency is read from the fitted curve at half-maximal effect; % is scaled to controls: 0 for no effect and ±100 for the full control effect; nearly all actives have a fitted effect of over 60% in size; many of its hits are not listed in these tables
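cAMP rise read by TR-FRET after 30 min, 37C compound exposure (up to 58 uM) in RXFP1-transfected HEK293 cells with Ro 20174 present. EC50 from Hill-equation fits, with 29 nM porcine relaxin as 100% and buffer as basal.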
Vif-A3F inh – Vif-A3F binding inhibition; HeLa A3F-eYFP + Vif (tagged APOBEC3F with the HIV-1 protein that degrades it), YFP fluorescence increase; Potency, µM (series often up to 46.1 µM), without a hit: at the highest dose activity, negative = active; 390,000 tested, 0.2% active; AID 602313; also: potency is read from the fitted curve at half-maximal effect; % of control where 0% means no effect; nearly all actives have a fitted effect of over 65% in size
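HeLa cells stably expressing A3F-eYFP plus Vif, plated and incubated overnight at 37 deg C, then exposed to compounds overnight at 37 deg C. Blocked degradation read as raised yellow fluorescence (Ex 488/Em 500-530).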
TrxR1 substrate – is turned over as a substrate by rat TrxR1. purified TrxR1 substrate turnover, NADPH consumption readout. 390,000 tested, 0.01% active. AID 588456. O89049. Potency, µM (titrated, usually from 114 µM), for inactives: top-dose activity change, negative = substrate turnover; also: potency is read from the fitted curve at half-maximal effect; % is scaled to controls: 0 for no effect and ±100 for the full control effect; nearly all actives have a fitted effect of over 50% in size
Target sequence (O89049 whole entry, looked up): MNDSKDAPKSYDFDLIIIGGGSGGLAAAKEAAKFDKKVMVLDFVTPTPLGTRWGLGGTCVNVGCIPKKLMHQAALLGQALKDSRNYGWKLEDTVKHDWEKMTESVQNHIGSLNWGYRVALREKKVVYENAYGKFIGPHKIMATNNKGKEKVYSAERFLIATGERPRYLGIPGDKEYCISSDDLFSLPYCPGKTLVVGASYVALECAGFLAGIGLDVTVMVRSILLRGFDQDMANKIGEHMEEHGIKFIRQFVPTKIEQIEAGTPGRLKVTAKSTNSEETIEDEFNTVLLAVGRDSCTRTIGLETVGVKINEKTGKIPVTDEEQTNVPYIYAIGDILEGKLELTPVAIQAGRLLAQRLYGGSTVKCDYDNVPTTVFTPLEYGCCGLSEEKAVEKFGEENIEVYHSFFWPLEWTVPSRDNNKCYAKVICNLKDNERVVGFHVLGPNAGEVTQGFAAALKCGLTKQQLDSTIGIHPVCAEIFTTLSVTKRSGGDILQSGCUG
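Rat TrxR1, dispensed at 90 nM, was prereduced with 400 uM NADPH (final) for 5 min at ~22 deg C, then incubated with compound 15 min before 400 uM selenite. A first-read NADPH fluorescence drop versus no-compound background flagged substrates.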
LDHA inh – LDHA (human) enzyme inhibition. P00338. purified LDHA, NADH/diaphorase-resazurin fluorescence; stronger effect = lower value. activity change, % (values are at about 110 or 230 µM). 480,000 tested, 0.15% active; in the data active = activity change below about -30%; inconclusive = mostly about -25% to -30%;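 also: plate controls were DMSO wells for no effect and wells without enzyme for full effect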
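Enzyme activity of human lactate dehydrogenase 5 (2 nM; 0.06 mM NADH, 0.2 mM pyruvate, 5 min, RT) is measured via a resazurin/diaphorase fluorescence readout of residual NADH.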
PI4K2A block – blocks human PI4K2A kinase activity. 420,000 tested, 0.13% active. AID 1346378. Q9BTU6. activity change, negative = inhibition, % at 76.9 µM. purified PI4K2A, ADP-Glo luminescence, 1 h; stronger effect = lower value; in the data active = activity change below about -50%; inconclusive = mostly about -30% to -49%;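 also: -100% = wells without enzyme as full effect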
Target sequence (Q9BTU6 whole entry, looked up): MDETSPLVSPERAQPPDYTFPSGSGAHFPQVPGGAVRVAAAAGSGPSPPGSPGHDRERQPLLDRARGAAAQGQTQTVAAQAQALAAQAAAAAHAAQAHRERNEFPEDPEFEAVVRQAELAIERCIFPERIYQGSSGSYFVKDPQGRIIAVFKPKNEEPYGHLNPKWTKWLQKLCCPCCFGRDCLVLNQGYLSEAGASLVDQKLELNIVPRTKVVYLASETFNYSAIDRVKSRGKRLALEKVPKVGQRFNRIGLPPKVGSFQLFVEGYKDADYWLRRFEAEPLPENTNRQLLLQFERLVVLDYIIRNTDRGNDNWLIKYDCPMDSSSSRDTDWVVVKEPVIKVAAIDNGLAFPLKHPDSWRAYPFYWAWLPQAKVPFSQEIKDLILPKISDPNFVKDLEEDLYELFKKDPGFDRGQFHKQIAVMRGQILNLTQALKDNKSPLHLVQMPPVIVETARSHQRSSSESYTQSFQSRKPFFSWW
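Compounds are screened against recombinant PI4K2A using PI as substrate and ATP, the latter dispensed at 300 microM. Reactions run one hour at ambient temperature before ADP-Glo detection; full inhibition defined by wells lacking enzyme.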
USP1 inh – blocks the human USP1/UAF1 deubiquitinase complex; O94782; recombinant USP1/UAF1, Ub-Rhodamine cleavage fluorescence; Potency, µM (series often up to 57.1 µM), without a hit: at the top dose activity change, negative = inhibition, usual class: inhibitors; 390,000 tested, 0.23% active; AID 743255; also: potency is read from the fitted curve at half-maximal effect; % is scaled to controls: 0 for no effect and ±100 for the full control effect; nearly all actives have a fitted effect of over 60% in size; inactives centre near -12
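Step one: compound is pinned into 1nM USP1/UAF1 in HEPES pH 7.8 buffer with TCEP. Step two: 15 min room-temperature incubation. Step three: Ub-Rho (150nM final) starts cleavage, tracked by fluorescence over six one-minute reads.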
Vif-A3G inh – inhibitors of Vif-APOBEC3G interaction; Q9HC16; HeLa A3G-eYFP + Vif (tagged APOBEC3G with the HIV-1 protein that degrades it), YFP fluorescence, overnight; Potency, µM (series often up to 46.1 µM), for the others: top-dose activity, negative = active, actives largely listed as inhibitors; 410,000 tested, 0.076% active;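 also: potency is read from the fitted curve at half-maximal effect; % is scaled to controls: 0 for no effect and ±100 for the full control effect; nearly all actives have a fitted effect of over 60% in size; hits raise eYFP signal because A3G escapes Vif-driven loss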
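HeLa cells stably expressing Vif and C-terminally eYFP-tagged A3G, seeded overnight at 37 deg C, then exposed to compound by pintool overnight at 37 deg C. Rise in yellow fluorescence (Ex 488/Em 500-530, Acumen) marks blocked Vif-driven A3G degradation.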
mIDH1 inhibitor – blocks human mutant IDH1 R132H enzyme; Potency, µM (doses to about 76.6 µM), for the others: top-dose activity change, negative = inhibition, hits mostly inhibitors; AID 602179; 390,000 tested, 0.093% active; O75874; IDH1-R132H enzyme, NADPH consumption, diaphorase/resazurin fluorescence; also: potency is read from the fitted curve at half-maximal effect; % is scaled to controls: 0 for no effect and ±100 for the full control effect; nearly all actives have a fitted effect of over 65% in size
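IDH1-R132H (0.5 ug/mL) preincubated 30 min with compound, then NADPH (0.016 mM) and alpha-KG (2 mM) added; 80 min at RT, pH 7.5. Remaining NADPH coupled via diaphorase/resazurin to fluorescence (540/590 nm); concentration-response curves normalized to no-enzyme control.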
Glioma ERSR ind – ER stress response induction in glioma; U87-MG GRP78 promoter luciferase reporter, 16 h; AID 602332; Potency, µM, for inactives: top-dose activation, usual class: activators; 420,000 tested, 0.02% active; also: potency is read from the fitted curve at half-maximal effect; series mostly up to about 76 µM; % of control where 0% means no effect; nearly all actives have a fitted effect of over 35% in size
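ERSR induction read as luciferase luminescence (Bright-Glo, 10 min at room temperature) in stably transfected human U87-MG glioma cells exposed to compounds for 16 h, using GRP78 as sensor.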
* hit, by the source's call; ? = inconclusive; . = no result given; & = joins results of further samples; [ ] = another dose, or the depositor's remark. Unless noted, calls follow the shape of the dose curve; as a rule, active = well fitted curve in the direction sought with a large enough effect; inconclusive = small, poorly fitted or top-dose-only effect, or another doubt; inactive = no such curve, though single readings can be large; an effect the other way counts as inactive or inconclusive. An excerpt, so the mix of outcomes need not match the whole.

1	CCOc1ccc(OCC)c(NC(=O)C2CCCN(S(=O)(=O)c3cnc[nH]3)C2)c1 (stereo not drawn)
2	CC1=C(C(=O)Nc2cccc(C)c2C)C2(CCCCC2)OC1=O
3	COc1ccc2nc(Nc3ccccc3)sc2c1
4	CCN(CC)C(=O)c1cn(CC)c(=O)c2cc(OC)c(OC)cc12
5	COc1ccc(C(=O)C2CCCN(C(=O)CCNC(C)=O)C2)cc1OC (stereo not drawn)
6	CCCNC(=O)c1cnc(-c2ccccc2)nc1-c1ccccc1
7	COC(CSc1nc(N)c2c3c(sc2n1)CN(C)CC3)OC
8	CCCS(=O)(=O)NC(=O)C1(C)CCCN(C(=O)CCc2cccs2)C1 (stereo not drawn)

| entry no. | 1 | 2 | 3 | 4 | 5 | 6 | 7 | 8 |
| --- | --- | --- | --- | --- | --- | --- | --- | --- |
| RXFP1 ag | -0.8% | 2.7% | 0.9% | -0.7% | -1.3% | 1.2% | 16% | . |
| Vif-A3F inh | -7% | . | -10% | . | 0% | -9% | -2% | . |
| TrxR1 substrate | 0% | 4% | -6% | -10% | -3% | 3% | 28%[57.1 µM] | . |
| LDHA inh | 1 | -5 | -4 | -8 | -14 | -9 | -3 | -1 |
| PI4K2A block | -2 | 3 | 2 | -3 | 0 | 2 | 0 | -3 |
| USP1 inh | -16% | -1% | -16% | -4% | -4% | -18% | -25% | . |
| Vif-A3G inh | 3% | . | -4% | 1% | -2% | -6% | 0% | 3% |
| mIDH1 inhibitor | 5% | . | -3% | -2% | -11% | 1% | -7% | . |
| Glioma ERSR ind | -3% | . | 0% | -3% | -3% | -1% | 3% | -4% |

9	CN1CCN(c2nc(-c3ccccc3)ncc2S(=O)(=O)c2ccccc2)CC1
10	COc1ccc(C2C(C(N)=O)=C(C)Nc3nc(-c4ccccc4Cl)nn32)cc1 (stereo not drawn)
11	Cc1nn(-c2ccc(F)cc2)c(C)c1CN1CCN(Cc2ccccc2)C(CCO)C1 (stereo not drawn)
12	CCOP(=O)(OCC)c1nc(/C=C/c2ccccc2)oc1NCc1ccc(OC)cc1
13	CCOC(=O)C1CCCN(Cc2ccccc2Cl)C1 (stereo not drawn)
14	CCOC(=O)c1sc(=NC(=O)c2ccc(C)cc2)n(C)c1C
15	CCCN(CC(=O)Nc1ccccc1C)C(=O)c1ccc2c(c1)S(=O)(=O)N=C1CCCCCN12
16	O=C(Nc1ccccc1)Nc1ccc2snnc2c1

| entry no. | 9 | 10 | 11 | 12 | 13 | 14 | 15 | 16 |
| --- | --- | --- | --- | --- | --- | --- | --- | --- |
| RXFP1 ag | -0.4% | 4.7% | 2.1% | 8.4% | -1.6% | 18% | -0.1% | -1.2% |
| Vif-A3F inh | 1% | 4% | 7% | 0% | 1% | -6% | 5% | -7% |
| TrxR1 substrate | 4%[57.1 µM] | 0% | -4% | 729%[activator][57.1 µM] | 8%[57.1 µM] | 9%[57.1 µM] | -1% | -5%[57.1 µM] |
| LDHA inh | -5 | 2 | -1 | 6 | -12 | 1 | -8 | -5 |
| PI4K2A block | 1 | -1 | -2 | -19 | 0 | 0 | -4 | -1 |
| USP1 inh | 0% | -7% | -15% | -18% | -14% | -19% | -16% | -16% |
| Vif-A3G inh | 0% | 0% | 0% | -1% | -1% | 0% | 5% | 2% |
| mIDH1 inhibitor | 7% | -11% | 0% | 3% | 3% | 0% | -6% | 4% |
| Glioma ERSR ind | -1% | 0% | -4% | 1% | -1% | 1% | -4% | 0% |

17	O=C(c1ccco1)N1CCN(C2=NS(=O)(=O)c3ccccc32)CC1
18	Cc1nc2ccccc2n1CC(O)COc1ccccc1Cl (stereo not drawn)
19	O=C(CCN1CCN(CCO)CC1)Nc1ccccc1
20	O=S(=O)(Nc1cccc(-c2ccc(N3CCCCC3)nn2)c1)c1ccc(Cl)s1
21	Cc1ccc(CC(=O)Nc2ccc(S(=O)(=O)N3CCOCC3)cc2)cc1C
22	O=C(Nc1ccc(Br)cc1)c1cccc(-n2cnnn2)c1
23	CCCS(=O)(=O)NC(=O)C1(C)CCCN(C(=O)c2cccs2)C1 (stereo not drawn)
24	COc1ccc(CCN2CC(C(=O)OCC(=O)NC(Cc3ccccc3)C(C)=O)CC2=O)cc1OC (stereo not drawn)

| entry no. | 17 | 18 | 19 | 20 | 21 | 22 | 23 | 24 |
| --- | --- | --- | --- | --- | --- | --- | --- | --- |
| RXFP1 ag | 1.3% | 0.8% | -3.7% | 4.3% | -1.0% | -3.5% | . | . |
| Vif-A3F inh | -5% | -1% | 5% | -2% | -6% | 3% | . | 3% |
| TrxR1 substrate | 0% | -8% | -5% | 5%[57.1 µM] | -7% | 5% | . | -2% |
| LDHA inh | -3 | -2 | -5 | 0&0 | -6 | -7 | -12 | -11 |
| PI4K2A block | 8 | -1 | 3 | -19 | -4 | 2 | 6 | 2 |
| USP1 inh | -11% | -4% | -9% | ? | 2% | -15% | . | -18% |
| Vif-A3G inh | 0% | 0% | 4% | -1% | -1% | 5% | 3% | 2% |
| mIDH1 inhibitor | 9% | 7% | 3% | -15% | -5% | 3% | . | -1% |
| Glioma ERSR ind | -2% | -5% | -4% | -8% | -3% | 2% | -3% | -5% |

25	Cc1ccc(NC(=O)Cn2c(=O)n(Cc3ccc4c(c3)OCO4)c(=O)c3oc4ccccc4c32)cc1C
26	CCOC(=O)c1cccc(NC(=O)CCc2c(C)nc3c4cccnc4nn3c2C)c1
27	COc1ccc(OC)c(C(=O)Cn2nnc(-c3ccc(N4CCOCC4)cc3)n2)c1
28	CCCCC(NC(=O)c1ccccc1)C(=O)OCC(=O)N1c2ccccc2Sc2ccccc21 (stereo not drawn)
29	CCCCOC(=O)c1ccc(NC(=O)c2csnn2)cc1
30	CCc1ccc(N2C(=O)Nc3ccccc3C2(O)C(=O)N2CCN(c3ccccn3)CC2)cc1 (stereo not drawn)
31	CCCC12CN3CC(C)(CN(C1)C3c1ccc(OC)cc1)C2=O (stereo not drawn)
32	CCCn1c(SCC(=O)NC)nnc1C(C)C

| entry no. | 25 | 26 | 27 | 28 | 29 | 30 | 31 | 32 |
| --- | --- | --- | --- | --- | --- | --- | --- | --- |
| RXFP1 ag | -0.8% | 8.9% | 11% | 1.1% | -0.3% | -1.3% | 2.9% | 2.0% |
| Vif-A3F inh | -8% | -10% | 6% | -6% | 3% | 0% | 2% | 4% |
| TrxR1 substrate | -7% | 18% | -3% | 29%[57.1 µM] | 6% | 6%[57.1 µM] | 5% | 4% |
| LDHA inh | -1 | 1 | -5 | 5 | -18 | -8 | -5 | -3 |
| PI4K2A block | -6 | -1 | -3 | 4 | -2 | -4 | 0 | 3 |
| USP1 inh | 11% | -5% | -6% | -17% | -12% | -10% | -18% | 3% |
| Vif-A3G inh | 7% | -5% | 3% | -7% | 2% | -5% | 0% | 0% |
| mIDH1 inhibitor | 5% | 11% | -1% | 7% | -8% | -3% | 2% | -1% |
| Glioma ERSR ind | 0% | -2% | 3% | -2% | 2% | 4% | -4% | 0% |

33	COc1ccc2c(C(=O)c3ccc(C)cc3)n(CCCC(N)=O)[n+]([O-])c2c1
34	Cc1c(C(=O)Nc2cccc(S(=O)(=O)N3CCOCC3)c2)oc2ccccc12
35	CNc1ccc2ncc(-c3ccc(OC)c(OC)c3)n2n1
36	CC(C)(C)c1cc(C(=O)O)nn1-c1ccccc1
37	CC(CCCc1ccccc1)NC(=O)c1nn(-c2ccc(Cl)cc2)nc1CO (stereo not drawn)
38	COc1ccc2[nH]c(=O)c(C(c3nnnn3C3CCCC3)N(C)C3CCCCC3)cc2c1 (stereo not drawn)
39	CCCc1nn2c(=O)cc(COC(=O)c3cccc(NC(=O)c4ccc(OCC)cc4)c3)nc2s1
40	Cc1ccc(S(=O)(=O)NNC(=S)NCC2CCCO2)cc1 (stereo not drawn)
41	CN(Cc1ccccc1)Cc1c(F)cccc1F

| entry no. | 33 | 34 | 35 | 36 | 37 | 38 | 39 | 40 | 41 |
| --- | --- | --- | --- | --- | --- | --- | --- | --- | --- |
| RXFP1 ag | 0.3% | . | . | 0.3% | -1.3% | 2.1% | 19% | -1.3% | -1.5% |
| Vif-A3F inh | 5% | -2% | . | -3% | 4% | -12% | 1% | -6% | -6% |
| TrxR1 substrate | -7% | 8%[57.1 µM] | . | -3% | -3% | 7% | 1%[57.1 µM] | 6% | -3% |
| LDHA inh | 6 | -8 | -13 | -15 | -1 | 1 | -5 | -11 | -16 |
| PI4K2A block | 3 | -1 | -8 | 0 | 0 | 2 | 1 | 2 | 10 |
| USP1 inh | -18% | -15% | . | -13% | -4% | 1% | -17% | -16% | 4% |
| Vif-A3G inh | 1% | -4% | 1% | 3% | 1% | 1% | -7% | 0% | 5% |
| mIDH1 inhibitor | 24% | 15% | . | 6% | -13% | -7% | 5% | 14% | 3% |
| Glioma ERSR ind | 2% | -1% | -3% | -1% | -6% | -1% | 0% | -5% | -3% |

Screening data (PubChem)
